Bioassay records as filed in PubChem BioAssay.
RGS4 pot = potentiators or activators of RGS4 | B-score at 10 µM | AID 463111 | HEK293 M3R/inducible RGS4, carbachol calcium flux Fluo4; hits give low values | actives 0.92% (n = 310,000);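 active = B-score of the integrated calcium signal more than 4 SD below the library mean, with starting fluorescence not abnormally high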;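 note: negative B-score means reduced calcium response which marks RGS4 activation or potentiation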
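Assay system: HEK293 FlpIn-TREx cells, stable M3R, doxycycline-inducible RGS4 / Probe or stimulus: carbachol, ECmax concentration / Times: overnight RGS4 induction, 30 min dye load 37 °C, 20 min compound RT / Signal: kinetic calcium fluorescence imaging with Fluo4-AM dye, 2 µM / Measure: Agonist-evoked peak-minus-minimum fluorescence over baseline, integrated ratio, B score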
hERG rescue = shields human hERG channel from block by proarrhythmic agents. CHO-hERG, FluxOR thallium flux, dofetilide IC70 present. activation (rescue from dofetilide block), less the hit threshold, % at 10 µM. actives 0.51% (n = 310,000). AID 1511;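 active = activation above the mean of controls blocked by dofetilide plus 5 SD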;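 note: thallium influx through hERG after potassium depolarization seen as dye fluorescence rise; in these data hits start at about 4.7%; inactives centre near -7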
Target sequence (Q12809 whole entry, looked up): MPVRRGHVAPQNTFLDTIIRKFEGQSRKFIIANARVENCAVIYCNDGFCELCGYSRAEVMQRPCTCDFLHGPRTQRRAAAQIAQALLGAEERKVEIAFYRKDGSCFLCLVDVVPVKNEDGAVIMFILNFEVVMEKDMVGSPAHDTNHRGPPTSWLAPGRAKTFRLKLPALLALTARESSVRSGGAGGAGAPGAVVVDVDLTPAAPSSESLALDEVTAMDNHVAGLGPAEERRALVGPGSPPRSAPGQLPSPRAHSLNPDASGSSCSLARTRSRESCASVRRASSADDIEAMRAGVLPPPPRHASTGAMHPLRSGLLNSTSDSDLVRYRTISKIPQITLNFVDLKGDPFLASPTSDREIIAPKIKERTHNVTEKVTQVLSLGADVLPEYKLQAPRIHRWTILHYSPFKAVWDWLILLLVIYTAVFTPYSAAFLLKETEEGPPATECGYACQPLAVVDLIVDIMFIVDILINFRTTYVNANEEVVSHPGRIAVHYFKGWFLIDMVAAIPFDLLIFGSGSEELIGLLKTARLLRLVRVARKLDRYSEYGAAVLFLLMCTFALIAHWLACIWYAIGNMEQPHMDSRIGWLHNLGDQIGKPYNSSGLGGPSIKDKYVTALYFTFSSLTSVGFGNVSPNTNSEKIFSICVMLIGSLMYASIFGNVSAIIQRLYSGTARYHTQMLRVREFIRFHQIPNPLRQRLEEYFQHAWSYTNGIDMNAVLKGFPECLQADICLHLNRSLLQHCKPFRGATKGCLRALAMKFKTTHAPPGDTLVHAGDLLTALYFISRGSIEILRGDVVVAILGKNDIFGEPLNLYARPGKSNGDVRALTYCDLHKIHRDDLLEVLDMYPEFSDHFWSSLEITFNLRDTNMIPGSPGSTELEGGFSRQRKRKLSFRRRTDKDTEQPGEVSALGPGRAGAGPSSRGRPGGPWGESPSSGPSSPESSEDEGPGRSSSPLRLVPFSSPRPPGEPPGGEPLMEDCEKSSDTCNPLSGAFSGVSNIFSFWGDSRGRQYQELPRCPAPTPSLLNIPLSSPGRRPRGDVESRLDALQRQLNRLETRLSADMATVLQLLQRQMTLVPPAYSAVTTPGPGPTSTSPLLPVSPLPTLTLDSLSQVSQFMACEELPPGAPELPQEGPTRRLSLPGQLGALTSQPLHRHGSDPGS
PolyA inh = inhibitors of polyadenylation in S. cerevisiae; calls only at 12 µM; S. cerevisiae SKY197-pL101 polyadenylation reporter, beta-gal luminescence; efflux-impaired pdr1/pdr3 knockout yeast; score 100 = 6 SD above DMSO; actives 0.02% (n = 300,000);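 active = lowest replicate activity score at least 50, where 100 means six control SD above control mean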;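 note: yeast exposed to compound for 9 h at 30 °C; higher score means more reporter readthrough which indicates perturbed polyadenylation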
KCNQ1 inh = inhibitors of human KCNQ1 potassium channel | P51787 | CHO-K1 KCNQ1, FluxOR thallium flux fluorescence; hits give high values | B-score at 10 µM | actives 1.3% (n = 310,000) | AID 2642;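 active = compounds whose thallium flux B-score, printed positive for inhibition, exceeds three library SD while starting fluorescence stays within three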;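 note: channel opened by potassium depolarization with thallium stimulus after 20 min compound exposure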
KCNK9 inh = human KCNK9 channel inhibition; Q9NPC2; HEK293 KCNK9, FluxOR thallium flux fluorescence; hits give low values; B-score at 10 µM; actives 1.2% (n = 310,000); AID 488922;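 active = ratio B-score over 3 SD below the library mean, with starting fluorescence within 5 SD of its mean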;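 note: negative B-score means less thallium flux so channel inhibition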
KCNK3 inh = human KCNK3 channel inhibition, primary screen | O14649 | CHO-KCNK3 thallium flux, FluxOR fluorescence; hits give low values | B-score at 10 µM | actives 0.84% (n = 340,000) | AID 602410;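 active = B-score under library mean minus 4 SD, starting fluorescence ratio at most library mean plus 5 SD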;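 note: more negative B-score means stronger inhibition of thallium flux through KCNK3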
Dyrk1A ADPGlo = inhibitors of rat Dyrk1A kinase; Q63470; inhibition, % at 12.5 µM; actives 0.43% (n = 310,000); ADP-Glo luminescence, NFATc1 peptide; in the data active = inhibition above about 50%;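 note: plate controls were vehicle with enzyme for no effect and no enzyme for full effect; many of its hits are not listed in these tables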
GSK3beta inhib = inhibitors of human GSK3beta kinase. activity score (negative = inhibition), % at 10 µM. P49841. actives 0.038% (n = 300,000). GST-GSK3beta kinase, ADP-Glo luminescence, 60 min; hits give low values;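 active = more than half of replicate wells score below -50%, meaning over 50% inhibition versus plate controls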;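 note: 0% = median DMSO wells and -100% = median GW8510 positive control wells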
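Assay system: GST-fused GSK3beta enzyme, cell-free / Medium: Tris pH 7.5 buffer with MgCl2, DTT, BSA, heparin / Also added: peptide substrate plus 25 µM ATP (final) / Compound: 10 µM single point / Timing: kinase reaction with compound 60 min at room temperature / Detection: ADP-Glo luminescence / Benchmarks: DMSO neutral wells and GW8510 at 20 µM as positive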
RGS4 inh = inhibitors of human RGS4. actives 0.45% (n = 310,000). B-score at 10 µM. P49798. HEK293 M3R/RGS4 inducible, Fluo-4 calcium flux; hits give high values; triggered by carbachol at its EC20;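 active = B-score, a plate-corrected calcium signal, over three deviations above library mean, with baseline fluorescence within five deviations of library mean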;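 note: RGS4 expression induced by doxycycline in cells with stable M3 receptor; B-score is computed from the integrated fluorescence ratio over baseline after carbachol; higher B-score means a larger calcium signal and so more RGS4 inhibition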
GSK3A inh = inhibitors of human GSK-3 alpha kinase; P49840; ADP-Glo luminescence, 60 min; inhibition, % at 10 µM; actives 0.1% (n = 320,000);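 in the data active = inhibition above about 50%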;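 note: GST-tagged GSK-3 alpha with peptide substrate and 25 µM ATP; 0% = DMSO neutral wells and 100% = GW8510 positive control wells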
KCNQ1 act = human KCNQ1 channel potentiation or activation. P51787. CHO-K1 KCNQ1, thallium flux FluxOR fluorescence; hits give high values. B-score at 10 µM. actives 0.35% (n = 310,000);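 active = fluorescence ratio B-score, a plate-corrected score, at least three library SD, with initial intensity B-score within 5 SD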
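assay system = KCNQ1-transfected CHO-K1 cells | medium = assay buffer with matched DMSO | probe or stimulus = depolarizing K+/Tl+ stimulus, K2SO4 and Tl2SO4 each 12.5 mM in 5x stock | dosing = single dose | incubation = dye 90 min, compound 20 min, room temperature | detection = kinetic FluxOR fluorescence, 10 s baseline plus 110 s post-stimulus | evaluation = ratio B score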
* marks the source's active call; other numbers are inactive results; i = inactive; / = no result given.

Results follow in this order: KCNK3 inh | GSK3A inh | hERG rescue | PolyA inh | KCNQ1 act | KCNQ1 inh | RGS4 inh | KCNK9 inh | Dyrk1A ADPGlo | GSK3beta inhib | RGS4 pot
Cc1ccc(-n2c(SCC(=O)N3CCCCC3)nc(O)cc2=O)cc1
 : i | 2 | -5 | i | i | i | i | i | / | 3 | i
COC(=O)c1ccccc1NS(=O)(=O)c1ccc(Cl)nc1
 : i | 1 | -10 | i | i | i | i | i | / | -1 | i
CCOC(=O)c1c(Cc2ccc(Cl)cc2)c[nH]c1C
 : i | 4 | -8 | i | i | i | i | i | -5 | 6 | i
COc1ccccc1N1CCN(C2=Nc3cccc4cccc2c34)CC1
 : i | 3 | -12 | i | i | i | i | i | 7 | 3 | -7*
N#Cc1c(-c2ccccc2)cc(-c2ccccc2)nc1SCC(=O)NCC(=O)O
 : i | -1 | -10 | i | i | i | i | i | -4 | -7 | i
COc1ccc2ccccc2c1/C=N/NC(=O)c1cccc([N+](=O)[O-])c1
 : i | -2 | -6 | i | i | i | i | i | 0 | 1 | i
CC(NC(=O)CCC(=O)Nc1ccccc1O)c1ccccc1 (stereo not drawn)
 : i | -2 | -6 | i | i | i | i | i | / | -4 | i
CN(C1CCCCC1)S(=O)(=O)c1ccc2c(c1)c(=O)c(C(=O)NCCCN1CCCC1)cn2C
 : i | 1 | -3 | i | i | i | i | i | 2 | 0 | i
CCCN(CCC)CC(O)COc1ccc([N+](=O)[O-])cc1 (stereo not drawn)
 : i | 0 | -11 | i | i | i | i | i | -2 | -1 | i
O=C(O)c1cnn2c(C(F)(F)F)cc(-c3ccco3)nc12
 : i | -1 | -12 | i | i | i | i | i | -3 | 2 | i
COc1cc(C2Nc3cccc4cccc(c34)N2)cc(OC)c1OC(C)=O
 : i | -2 | -8 | i | i | i | i | i | 5 | -1 | i
C/C=C(\C)C(=O)Nc1cccc(C2=NOC3(C2)C[C@H](C(N)=O)N(C(=O)c2cc([N+](=O)[O-])cc([N+](=O)[O-])c2)C3)c1 (stereo partly drawn)
 : i | 0 | -5 | i | i | i | i | i | 1 | 1 | i
Cc1cccn2c(=O)c3cc(C(=O)NCCN4CCOCC4)c(=N)n(CCCN4CCOCC4)c3nc12
 : i | 1 | -9 | i | i | i | i | i | -3 | -2 | i
O=C(O)/C(=C\c1ccccc1OC(F)F)Sc1nnc(-c2ccc(F)cc2)o1
 : i | -2 | -13 | i | i | i | i | i | -4 | -3 | i
COc1ccc(OC)c(-n2c(SCC(=O)Nc3cccc(S(N)(=O)=O)c3)nc3ccccc3c2=O)c1
 : i | -7 | -9 | i | i | i | i | -13* | -8 | -1 | i
N#CCOc1nc(N2CCCCC2)nc(N2CCCCC2)n1
 : i | / | -10 | i | i | i | i | i | 6 | 3 | i
COc1ccc(CC(=O)Nc2ccc(-c3ccc4nnc(C)n4n3)cc2)cc1OC
 : i | 7 | -4 | i | i | i | i | i | 3 | -3 | i
O=c1c2ccccc2ncn1CCCSc1ccc(Cl)cc1
 : i | 0 | -7 | i | i | i | i | i | -5 | 4 | i
CC(c1ccccc1)n1c(-c2ccccc2F)n[nH]c1=S (stereo not drawn)
 : i | 1 | 1 | i | i | i | i | i | 11 | 1 | i
CCCCn1c(N2CCCC2)nc2c1c(=O)[nH]c(=O)n2C
 : i | -1 | -1 | i | i | i | i | i | -1 | 1 | i
Cc1ccc(-n2nc(C(=O)N/N=C/c3cccc(C(F)(F)F)c3)c3ccccc3c2=O)cc1C
 : / | -5 | -11 | i | i | i | i | i | / | -4 | i
COc1ccc(CCNC(=O)CC(C)(C)CC2=NS(=O)(=O)c3ccccc3N2)cc1OC
 : i | 0 | -4 | i | i | i | i | i | 5 | 1 | i
CC(C)NS(=O)(=O)c1ccc(OCC(=O)N2CCCC2)cc1
 : i | -3 | 2 | i | i | i | i | i | -5 | -8 | i
CCOc1ccc(/C=C2/Sc3ccc(C(=O)NCC4CCCO4)cc3N(C)C2=O)cc1OC (stereo not drawn)
 : i | -1 | -10 | i | i | i | i | i | -4 | 0 | i
Cc1cc(C)nc(-n2nc(C)cc2NC(=O)CNC2CCCCC2)n1
 : i | -1 | -6 | i | i | i | i | i | -1 | 0 | i
COc1ccc(C(=O)Nn2cnnc2)cc1OC
 : i | 3 | -10 | i | i | i | i | i | -75 | 2 | i
O=C(Cc1ccccc1)Nn1cnc2ccccc21
 : i | 1 | 4 | i | i | i | i | i | 7 | 0 | i
COc1cc(C(=O)NNC(=O)Cc2ccc(S(=O)(=O)N3CCOCC3)s2)cc(OC)c1OC
 : i | 1 | -10 | i | i | i | i | i | -1 | -1 | i
CCc1nnc(NC(=O)CSc2nc3c([nH]c4ccccc43)c(=O)n2CCOC)s1
 : i | -2 | -6 | i | i | i | i | i | / | -3 | i
COc1cc(NC(=O)c2cccnc2SC)cc(OC)c1OC
 : i | 7 | -2 | i | i | i | i | i | -3 | 4 | i
O=C(Cn1nnc2ccccc21)C1CC1
 : i | -3 | -4 | i | i | i | i | i | -7 | -3 | i
CC(=O)Nc1cc2c(cc1[N+](=O)[O-])OCCO2
 : i | 3 | -12 | i | i | i | i | i | -2 | 3 | i
O=C(CN1CCC(O)(c2ccc3c(c2)OCO3)CC1)NC1CCCCC1
 : i | -2 | -11 | i | i | i | i | i | / | -4 | i
CSc1ccc(CNc2cccc3ccccc23)cc1
 : i | 1 | -4 | i | i | i | i | i | 3 | -2 | i
Cc1cccc(N2CCN(S(=O)(=O)c3c(C)[nH]c(C)c3C(=O)N3CCCC3)CC2)c1C
 : i | 0 | -9 | i | i | i | i | i | 3 | -3 | i
Cc1ccc(NC2=NC(c3ccc(O)cc3)n3c(nc(C)cc3=O)N2)cc1 (stereo not drawn)
 : i | -3 | -23 | i | i | i | i | i | 21 | 2 | i
C[C@@H](NC(=O)C1(c2ccccc2)CCN(C(=O)OC(C)(C)C)CC1)C(=O)N[C@@H](Cc1ccccc1)C(=O)O
 : i | -1 | -2 | i | i | i | i | i | -1 | 0 | i
CC(C)OCCCn1c(=NC(=O)c2ccncc2)c(C#N)cc2c(=O)n3ccccc3nc21
 : i | 3 | -21 | i | i | i | i | i | -4 | -1 | i
S=C(NCCCn1ccnc1)Nc1ccc(Cl)cc1Cl
 : i | 2 | -7 | i | i | i | i | i | 0 | -1 | i
C[N+](C)(C)CCCN(Cc1ccc2c(c1)OCO2)C(=O)NC1CCCCC1
 : i | 3 | -1 | / | i | i | i | i | / | -2 | i
NC(=O)c1ccc(NC(=O)COC(=O)c2ccc3c(c2)OCCO3)cc1
 : i | 3 | -14 | i | i | i | i | i | -3 | 1 | i
Cc1nn(S(=O)(=O)c2cccs2)c(C)c1Sc1ccc([N+](=O)[O-])cc1
 : -12* | 1 | -13 | i | i | i | i | -11* | 14 | -3 | i
CCCn1cc(CN2CCC(N3CCC(C(=O)N4CCOCC4)CC3)CC2)c(C)n1
 : i | / | -15 | i | i | i | i | i | -3 | 8 | i
COc1ccc(/C(C)=N/NC(=O)c2cc(C)[nH]n2)c(OC)c1
 : i | -3 | -5 | i | i | i | i | i | -1 | -1 | i
O=C(C1CC1)N1N=C(c2ccc(Cl)cc2)CC1(O)C(F)(F)F (stereo not drawn)
 : i | -1 | -7 | i | i | i | i | i | 0 | 1 | i
CN1/C(=C\C(=O)Nc2cccc(Cl)c2)C(C)(C)c2ccccc21
 : i | -2 | -14 | i | i | 9* | i | -8.2* | -3 | 2 | i
COc1ccccc1CNC(=O)CSc1ccc(-c2ccncc2)nn1
 : i | -1 | -7 | i | i | i | i | i | 0 | -4 | i
CN(CC(=O)Nc1ccc(Cl)c(C(F)(F)F)c1)C(=O)c1ccc(OCC2CCCO2)cc1 (stereo not drawn)
 : i | 0 | -11 | i | i | i | i | i | -1 | -3 | i
CCCc1sc(N/N=C/c2ccccn2)nc1-c1ccc(Br)cc1
 : i | 1 | -5 | i | i | i | i | i | 6 | 2 | i
Cc1ccc(-c2cc(C(=O)OCC(=O)N(C)C3CCS(=O)(=O)C3)c3ccccc3n2)o1 (stereo not drawn)
 : i | -4 | -10 | i | i | i | i | i | 35 | 0 | i
O=C(CC(=O)c1ccccc1)Nc1cc([N+](=O)[O-])ccc1Cl
 : i | -3 | -5 | i | i | i | i | i | / | 2 | i
Nc1cc(-c2cccc([N+](=O)[O-])c2)[nH]n1
 : i | -3 | -10 | i | i | i | i | i | 5 | -1 | i
CCn1cc(C(=O)NCCC(=O)NCCO)c(=O)c2cc3c(cc21)OCO3
 : i | 3 | -3 | i | i | i | i | i | 10 | -2 | i
CCO[C@@H]1OC(C(=O)NCc2ccccc2)=C[C@H](c2ccc3c(c2)OCO3)[C@H]1CCCO
 : i | -3 | -11 | i | i | i | i | i | 4 | 1 | i
COCCNC(=O)C(c1ccc(Cl)cc1)N(CCOC)C(=O)CCC(=O)Nc1nccs1 (stereo not drawn)
 : i | 3 | 1 | i | i | i | i | i | 1 | 2 | i
CCCc1nc2c(nnn2Cc2ccccc2Cl)c(=O)[nH]1
 : i | 4 | -5 | i | i | i | i | i | -3 | 3 | i
CC(C)C(NS(=O)(=O)c1ccccc1)C(=O)N1CCN(C(=O)c2ccco2)CC1 (stereo not drawn)
 : i | -2 | -6 | i | i | i | i | i | -1 | -2 | i
O=C(Cc1nn[nH]n1)NCCC1=CCCCC1
 : i | -1 | -4 | i | i | i | i | i | 0 | 0 | i
O=C(CNC(=S)NC(=O)c1ccccc1Br)c1ccccc1
 : i | -2 | -6 | i | i | i | i | i | 6 | 1 | i
CCOc1ccc(NC(=O)CN(C)CC(=O)Nc2ccccc2SC)cc1OCC
 : i | -1 | -15 | i | i | i | i | i | 1 | -1 | i
Cc1ccccc1NC(=S)NCc1cccs1
 : i | -1 | -6 | i | i | i | i | i | -9 | 2 | i

Not all compounds are listed. The share of hits here may be higher or lower than overall.
